CCR6 antag: CCR6 (human) receptor antagonism | CHO-K1 CCR6 PathHunter beta-arrestin, luminescence, CCL20-stimulated | 340,000 compounds, 0.49% hits | AID 493098 | P51684 | inhibition, % at 20 µM;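 active means compounds whose inhibition of the agonist-driven luminescence signal at 20 µM reaches about 50%, limit read from the data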;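 further: cells stimulated with CCL20 at 14 nM final; plate controls were DMSO with CCL20 for no effect and DMSO without agonist for full effect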
EBI2 antag: antagonists of human EBI2 receptor | inhibition, % at 5 µM | EBI2 beta-arrestin recruitment, luminescence, 7a,25-OHC stimulated | P32249 | AID 651636 | 360,000 compounds, 0.81% hits; in the data active means inhibition above about 38%;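 further: enzyme fragment complementation signal reports receptor beta-arrestin coupling in cells; 0% = agonist plus DMSO wells and 100% = wells without agonist; some results beyond the cut were filed as inactive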
ATG4B inhibitor: ATG4B (human) cysteine protease inhibition; ATG4B cleavage of LC3-PLA2, NBD-HPC fluorescence, 1 h; Q9Y4P1; AID 504462; 340,000 compounds, 0.51% hits; inhibition, % at 8.33 µM; in the data active means inhibition above about 40%
APJ antagonist: APJ receptor antagonism; inhibition, % at 20 µM; CHO-K1 APJ beta-arrestin complementation, luminescence; AID 2521; 330,000 compounds, 0.32% hits;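 active means inhibition above about 40% at 20 µM, limit read from the data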;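 further: cells challenged with 10 nM apelin-13 agonist together with compound; plate controls were apelin-13 plus DMSO wells for no effect and DMSO wells lacking apelin-13 for full effect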
Target sequence (P35414 whole entry, looked up): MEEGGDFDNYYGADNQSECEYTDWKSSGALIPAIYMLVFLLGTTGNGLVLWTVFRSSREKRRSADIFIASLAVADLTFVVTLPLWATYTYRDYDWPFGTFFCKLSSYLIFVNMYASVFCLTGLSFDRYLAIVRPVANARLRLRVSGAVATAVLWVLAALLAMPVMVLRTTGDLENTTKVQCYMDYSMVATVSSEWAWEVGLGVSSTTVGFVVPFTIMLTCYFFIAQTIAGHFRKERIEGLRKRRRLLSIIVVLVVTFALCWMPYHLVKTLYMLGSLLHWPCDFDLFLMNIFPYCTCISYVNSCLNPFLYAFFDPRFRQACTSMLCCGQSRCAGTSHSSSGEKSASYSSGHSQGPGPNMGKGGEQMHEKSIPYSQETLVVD
Gli-Sufu antag: blocks Gli-Sufu signaling in a luciferase reporter; Sufu-KO-LIGHT fibroblasts, Gli luciferase reporter luminescence; inhibition, % at 5 µM; 340,000 compounds, 0.74% hits; AID 588413;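 active means inhibition above about 55%, limit read from the data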;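 further: 0% = DMSO-treated cells and 100% = wells with medium but no cells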
CXCR6 inh: blocks human CXCR6 beta-arrestin recruitment; O00574; CHO-K1 PathHunter CXCR6 beta-arrestin, luminescence; inhibition, % at 20 µM; 360,000 compounds, 0.36% hits; AID 602244; in the data active means inhibition above about 34%, passing the limit was not always enough;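 further: antagonist mode with CXCL16 agonist at 10 nM final; 0% = 10 nM CXCL16 with DMSO and 100% = unstimulated wells without agonist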
Target sequence (O00574 whole entry, looked up): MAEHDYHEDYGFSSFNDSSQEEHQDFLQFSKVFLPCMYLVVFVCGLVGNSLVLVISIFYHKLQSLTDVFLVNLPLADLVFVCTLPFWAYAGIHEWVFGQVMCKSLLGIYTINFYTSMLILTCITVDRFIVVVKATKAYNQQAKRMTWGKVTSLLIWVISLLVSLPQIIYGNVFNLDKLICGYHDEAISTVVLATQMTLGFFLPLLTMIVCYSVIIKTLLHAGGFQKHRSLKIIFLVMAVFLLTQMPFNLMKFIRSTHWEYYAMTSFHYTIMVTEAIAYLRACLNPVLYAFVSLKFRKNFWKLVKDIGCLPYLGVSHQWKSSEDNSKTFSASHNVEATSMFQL
UBC13 polyUb: inhibitors of human UBC13 polyubiquitin chain formation | TR-FRET | inhibition, % at 20 µM | 330,000 compounds, 0.47% hits | AID 485273; in the data active means inhibition above about 45%, passing the limit was not always enough
Target sequence (P61088 whole entry, looked up): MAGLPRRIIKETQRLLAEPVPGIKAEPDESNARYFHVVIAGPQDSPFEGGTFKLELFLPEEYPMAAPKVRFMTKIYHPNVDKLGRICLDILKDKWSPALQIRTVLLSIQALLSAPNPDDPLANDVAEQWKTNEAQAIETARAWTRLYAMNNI
APJ ag: agonists of human APJ apelin receptor | AID 2520 | CHO-K1 APJ PathHunter beta-arrestin, luminescence; 0% DMSO wells, 100% apelin | activation, % at 20 µM | 330,000 compounds, 0.11% hits;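 active means activation more than six SD over the plate average, tested at 20 µM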;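 further: 0% = DMSO alone and 100% = apelin-13 at 10 nM; some results filed as inactive read as strong as hits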
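Assay system: engineered CHO-K1 APJ arrestin reporter cells; Amount: 1000 CHO-K1 reporter cells seeded per well; Dosing: one dose, 20 µM compound, 1% DMSO; Times: compound stimulation 90 min at 25 °C, detection 60 min; Measured by: luminescent beta-gal fragment complementation, chemiluminescent substrate; Read-out: APJ–arrestin association signal; Controls: DMSO vs Apelin-13 10 nM.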
* hit, by the source's call; · = not tested or not shown.

SMILES | CCR6 antag | EBI2 antag | ATG4B inhibitor | APJ antagonist | Gli-Sufu antag | CXCR6 inh | UBC13 polyUb | APJ ag
O=C(N/N=C/C=C/c1ccco1)c1ccccc1Cl | 18 | 1 | 0 | 28 | 4 | 5 | 2 | -4
Cc1ccc(S(=O)(=O)c2c(C)nn(C(C)(C)C)c2OC(=O)c2cccs2)cc1 | 15 | -1 | 9 | 0 | 17 | 9 | -1 | 1
O=C(NC1CCCCC1)NC12CC3CC(CC(C3)C1)C2 | 7 | 4 | 8 | -1 | 22 | 0 | -4 | -4
O=C(Oc1ccccc1F)C1CCN(C(=O)c2ccc(F)cc2)CC1 | 0 | 2 | 6 | -4 | -3 | -2 | 4 | 5
Cc1cccc(C)c1NC(=S)N(Cc1ccccc1)Cc1cccs1 | -7 | 13 | 3 | 3 | 5 | -1 | -1 | -2
CC(C)CCn1c(SCCN2CCOCC2)nc2c1c(=O)[nH]c(=O)n2C | 19 | -8 | -16 | 6 | 4 | -5 | 2 | -1
COC(=O)c1c(NC(=O)C2Cc3ccccc3C(=O)O2)sc2c1CCCC2 (configuration not stated) | 1 | 23 | 49* | -2 | 7 | 1 | 9 | -7
CCOC(=O)Cn1nc(C)c(-c2ccccc2)c1N | -16 | 1 | -8 | 14 | 1 | 7 | -1 | -3
O=C(CCl)Nc1cccc(S(=O)(=O)NC2=NCCCCC2)c1 | 13 | -7 | 6 | -1 | 17 | 3 | 3 | 0
CCOc1cc(CO)cc(Br)c1OCC(N)=O | 2 | -15 | 0 | 1 | -2 | 2 | -10 | -4
COc1cc(C2=Nc3c(c(C)nn3-c3ccccc3)P(=O)(N3CCOCC3)O2)cc(OC)c1OC (configuration not stated) | 12 | -5 | -1 | 4 | -1 | -1 | -6 | 3
Cc1ccc(C)c(N2CCN(C(=S)Nc3ccc4nc(N5CCN(C)CC5)cc(C)c4c3)CC2)c1 | 26 | 24 | -1 | -9 | -5 | 1 | 49* | 4
CCOC(=O)c1sc(NC(=O)c2ccc(=O)[nH]c2)nc1C | 11 | -2 | 2 | 9 | -2 | 3 | 4 | -4
O=[N+]([O-])c1ccccc1N/N=C/c1c[nH]c2ccccc12 | 41 | 28 | 5 | 44* | -39 | 23 | -71 | -11
Cc1cc(C)n(C2CC(=O)N(c3ccccc3)C2=O)n1 (configuration not stated) | 3 | -15 | 16 | 3 | -7 | -2 | 6 | -4
CCOC(=O)N1CCc2c(sc(NC(=O)C3=COCCO3)c2C(N)=O)C1 | 9 | -9 | 5 | 12 | -11 | 3 | 2 | 7
COc1cccc(C(c2nnnn2Cc2ccco2)N2CCN(Cc3ccccc3)CC2)c1OC (configuration not stated) | 13 | 9 | -9 | 9 | 12 | -3 | -1 | -2
O=C(CC1C(=O)NCCN1Cc1c(F)cccc1Cl)NCCCOc1cccnc1 (configuration not stated) | 12 | -8 | -4 | 11 | -3 | -3 | 1 | -6
CC(NC(=O)c1c(F)cccc1Cl)c1ccc(-n2ccnc2)cc1 (configuration not stated) | -9 | -6 | -8 | 12 | 9 | -10 | 0 | -2
COc1ccc2sc(-c3ccc(SC)cc3)c(/C=C/c3ccc(OC)c(OC)c3)c2c1 | 11 | 25 | -2 | 7 | -5 | -7 | -3 | -2
COc1ncnc2c1sc1nc(-c3ccccc3)c3c(c12)CCCC3 | 10 | 11 | 4 | 26 | 11 | 6 | 12 | -10
Cc1ccc(/C=N/n2c(C)cc(C)c(C#N)c2=O)cc1 | -1 | -4 | 0 | 2 | -8 | -6 | 7 | -2
CCc1ccccc1Nc1nc(N)nc(COC(=O)C2CCN(C(=O)c3ccc(F)cc3)CC2)n1 | 12 | -6 | -6 | -2 | -8 | -2 | -1 | 0
O=C(CSCc1cccc(CSCC(=O)Nc2ccccc2)n1)Nc1ccccc1 | -9 | 6 | -4 | 3 | 4 | 3 | 2 | -3
O=C(NCN1C(=O)C2C3C=CC(C3)C2C1=O)Nc1cccnc1 (configuration not stated) | -11 | -3 | -12 | -15 | -10 | 2 | 8 | -4
CC(CNC(=O)c1ccc(N)cc1)NC(=O)c1ccc(N)cc1 (configuration not stated) | 3 | 0 | -1 | -36 | -2 | -14 | -10 | -2
Nc1ccc(C(=O)N/N=C\C=C\c2cccc([N+](=O)[O-])c2)cc1 | 15 | -6 | -2 | -7 | -1 | 0 | -18 | -2
Nc1ccc(S(=O)(=O)NC(Cc2ccccc2)C(=O)O)cc1 (configuration not stated) | 6 | -6 | 9 | 9 | -1 | -9 | 3 | -1
COc1ccccc1OCC(=O)Nc1ccncc1 | 3 | 5 | 4 | -9 | 1 | -3 | 5 | -4
CC(C)n1nnnc1SCC(=O)N(C)C1CCS(=O)(=O)C1 (configuration not stated) | 4 | -4 | 8 | 2 | 1 | 2 | 3 | -1
CCc1ccc(S(=O)(=O)NCCc2csc(-c3ccccc3)n2)s1 | 18 | -13 | -1 | -8 | -7 | -3 | -7 | 1
Cc1ccc(NS(=O)(=O)c2cccc(C(=O)NC3CC3)c2)c(C)c1 | 7 | -7 | 4 | -6 | 5 | 3 | -7 | -3
O=C(N/N=C/c1c(-c2ccccc2)[nH]c2ccccc12)c1cccnc1 | 7 | -12 | -3 | 12 | -33 | -10 | -18 | -2
Cc1ccc(NC(=O)C2(C)Cc3ccccc3C(=O)O2)cc1 (configuration not stated) | 22 | -7 | -9 | 3 | -3 | 0 | 0 | -3
C=CCn1c(SCC(=O)O)nnc1-c1ccc(C(C)(C)C)cc1 | 14 | -4 | 4 | -3 | -18 | 2 | -10 | 2
CCOc1ccccc1CN1CCN(C2CCSCC2)CC1CCO (configuration not stated) | 10 | -4 | 8 | 10 | 12 | 8 | -2 | -3
Cc1ccc(OCC(=O)Nc2ccc3oc(=O)ccc3c2)cc1C | 16 | 3 | -8 | 14 | 1 | -3 | 3 | -3
Cc1ccc(NC(=S)N2CCC(c3nc4ccccc4s3)CC2)cc1 | 3 | -2 | 1 | 12 | -1 | -11 | 6 | -3
CC(=O)NC(CC(=O)N(C)Cc1c(F)cccc1Cl)c1ccccc1 (configuration not stated) | 2 | 3 | 2 | 11 | 27 | 8 | 8 | -3
Cc1cccc(C(=O)NN2C(=O)C3C(c4ccccc4)C=CC(c4ccccc4)C3C2=O)c1 (configuration not stated) | -6 | 13 | -4 | 8 | -4 | -2 | -4 | -5

Results in APJ antagonist (two entries from above):
smiles	APJ antagonist
CCOc1ccccc1CN1CCN(C2CCSCC2)CC1CCO (configuration not stated)	10
Cc1ccc(OCC(=O)Nc2ccc3oc(=O)ccc3c2)cc1C	14

Next results.
SMILES | CCR6 antag | EBI2 antag | ATG4B inhibitor | APJ antagonist | Gli-Sufu antag | CXCR6 inh | UBC13 polyUb | APJ ag
COc1ccc(S(=O)(=O)Nc2cc(C)nn2-c2ccccc2)cc1 | 19 | 5 | -2 | -6 | 0 | 8 | 0 | -2
COCc1cc(CN2CCN(CCCc3ccccc3)C(CCO)C2)ccc1OC (configuration not stated) | 7 | 6 | 2 | 0 | 34 | 9 | 4 | -4
C[C@]12CCC(=O)C=C1CC[C@@H]1[C@@H]2CC[C@@]2(C)[C@H]1CC[C@@]21CCC(=O)O1 | -6 | -7 | -9 | 6 | -1 | -4 | 4 | -2
O=C(NCCCN1CCCC1=O)c1cc2nc(-c3ccco3)cc(C(F)(F)F)n2n1 | 25 | 10 | 4 | 9 | 18 | 6 | 5 | 0
O=C(c1cc(Cl)nc2ccccc12)N1CCN(S(=O)(=O)c2cccc(F)c2)CC1 | 11 | 7 | -6 | -47 | 9 | -15 | -9 | 1
COc1ccc(O)c(CN2CCCC(N3CCN(c4ccc(F)cc4)CC3)C2)c1 (configuration not stated) | 7 | 7 | 9 | 9 | 13 | -3 | -1 | 0
CC(C)Cc1cc(C(=O)NCCCN2CCOCC2)no1 | 0 | -3 | 0 | 13 | -1 | 0 | 10 | 0
CCN(CC)S(=O)(=O)c1ccc(C(=O)N(c2ccc(C)cc2)C2C=CS(=O)(=O)C2)cc1 (configuration not stated) | 0 | 1 | -4 | -16 | -8 | -5 | -6 | -3
S=C(NCc1ccco1)Nc1ccc(Br)cn1 | 7 | -8 | 2 | 12 | 10 | 6 | 0 | -2
Cc1cccc(NC(=O)CNC(=O)COc2ccc(C(=O)c3ccc(F)cc3)cc2)c1C | 6 | 1 | 4 | -1 | -6 | -8 | 19 | 1

Some values from the entries so far:
Under EBI2 antag, `COCc1cc(CN2CCN(CCCc3ccccc3)C(CCO)C2)ccc1OC` (configuration not stated) is listed with 6
Under Gli-Sufu antag, `O=C(c1cc(Cl)nc2ccccc12)N1CCN(S(=O)(=O)c2cccc(F)c2)CC1` is listed with 9
Under CXCR6 inh, `C[C@]12CCC(=O)C=C1CC[C@@H]1[C@@H]2CC[C@@]2(C)[C@H]1CC[C@@]21CCC(=O)O1` is listed with -4

Other records:
SMILES | CCR6 antag | EBI2 antag | ATG4B inhibitor | APJ antagonist | Gli-Sufu antag | CXCR6 inh | UBC13 polyUb | APJ ag
C=CCSc1nnc(CCc2ccccc2)n1N | 1 | -3 | -2 | 25 | -4 | -6 | -1 | -2
Cc1cc(=O)n2[nH]c(Nc3cccc(Cl)c3)nc2n1 | -14 | -6 | 4 | 19 | -12 | 5 | -6 | 0
CN(C)c1ccc(/C=N/Nc2nc3ccccc3o2)cc1 | -7 | -8 | -5 | -18 | -64 | -2 | 4 | 0
CSc1ccc(/C=C(\NC(=O)c2ccc(C)cc2)C(=O)Nc2cccc(C)c2)cc1 | -2 | -2 | 12 | 7 | 2 | -2 | -1 | -2
COc1cc(NC(=O)NNC(=O)c2cc3occc3n2C)cc(OC)c1OC | 12 | 3 | 0 | -16 | 6 | -8 | 0 | -3
O=C(N/C(=C/c1cn(-c2ccccc2)nc1-c1ccccc1)C(=O)N1CCOCC1)c1ccc(Cl)cc1Cl | 17 | 8 | -1 | -7 | -5 | 3 | -6 | -2
COc1ccc(CCC(=O)NNC(=O)Nc2ccccc2Cl)cc1 | 4 | 5 | 0 | -45 | -8 | 5 | 0 | -5
CC(C)CC(NC(=O)C(NC(=O)C(Cc1ccc(OCc2ccccc2)cc1)NC(=O)OC(C)(C)C)C(C)C)C(N)=O (configuration not stated) | 0 | -7 | -2 | 4 | 1 | 3 | -6 | -2
CC(=O)Nc1nc2ccc(C(=O)NCCOC(=O)C3CCCCC3)cc2s1 | 8 | -5 | -2 | -11 | -9 | 12 | -6 | -3
O=C(c1ccc(F)c(S(=O)(=O)N2CCOCC2)c1)N(CCc1ccccc1)Cc1ccccc1 | 20 | 5 | -5 | -6 | 5 | 0 | 0 | -7
O=C(c1ccc(Br)c(S(=O)(=O)N2CCOCC2)c1)N1CCN(C/C=C/c2ccccc2)CC1 | 12 | 13 | -5 | · | 2 | 2 | · | ·
O=C(OC1CCc2ccccc2C1=O)c1ccccc1O (configuration not stated) | 4 | -6 | 77* | -7 | -5 | 1 | 5 | -1
CCc1ccc(/C=C2/C(=O)N(c3ccccc3)C(=S)N2CC(=O)OC)s1 | 34 | 7 | -13 | 5 | 4 | 14 | -2 | -2
CS(=O)(=O)c1ccc(NCCc2ccc(S(N)(=O)=O)cc2)c([N+](=O)[O-])c1 | 13 | 2 | -1 | -6 | 7 | -2 | -6 | -2
CC(Oc1ccc(Br)cc1)C(=O)Nc1nnc(C2CC2)s1 (configuration not stated) | -8 | -4 | -3 | 17 | -2 | -9 | -2 | -5
COc1ccc(CN2C(=O)CC(Cc3ccc(C)cc3)C2=O)cc1OC (configuration not stated) | 0 | -8 | -8 | 15 | -3 | 5 | 4 | -1
CCc1noc(C)c1C(=O)NCCc1ccccc1 | 11 | -12 | -12 | 6 | -33 | -3 | 2 | -1
Cc1cc(OCc2cc(C(=O)N3CCC(Oc4cccnc4)CC3)no2)cc(C)c1Cl | 13 | 12 | 0 | -40 | 21 | -5 | 14 | -5
